# High-throughput results from PubChem.
# SENP1 inh: SENP1 (human) catalytic domain inhibition; AID 624204; 0.21% of 360,000 active; recombinant SENP1 catalytic domain, CyPet-SUMO1-YPet FRET cleavage; inhibition, % at 10 µM;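 active means inhibition at least 30% at 10 µM, raw YFP signal under a set limit, fluorescence ratio 0.5 to 1.5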;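 further: 0% = enzyme with DMSO and 100% = no enzyme wells; some results filed as inactive read as strong as hits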
# Target sequence (Q9P0U3 419-644 limits assumed): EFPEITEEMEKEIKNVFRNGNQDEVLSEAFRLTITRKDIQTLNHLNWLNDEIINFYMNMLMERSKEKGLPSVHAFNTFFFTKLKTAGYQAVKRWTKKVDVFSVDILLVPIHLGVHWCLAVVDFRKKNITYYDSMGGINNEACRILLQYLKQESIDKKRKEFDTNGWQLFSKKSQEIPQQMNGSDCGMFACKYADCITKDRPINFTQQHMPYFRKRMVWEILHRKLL
#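 material = recombinant human SENP1 catalytic domain, His6-tagged | quantity = 20 pM enzyme | reagent = 25 nM SUMO1 FRET substrate | compound dosing = 10 µM single point, 0.5% DMSO | timing = 50 min enzyme reaction, room temperature, light-protected | detection = FRET, CFP and YFP emission | control set = no-enzyme low, enzyme-DMSO high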
# APOBEC3G inh: APOBEC3G (human) deaminase inhibition; AID 493012; 0.28% of 330,000 active; Q9HC16; inhibition, % at 20 µM; recombinant A3G, ssDNA deamination FAM/TAMRA fluorescence;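 active means inhibition of at least 40% at 20 µM, with no more than 30% in the related APOBEC3A deaminase screen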;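 further: plate controls were DMSO wells with A3G for no effect and wells lacking A3G enzyme for full effect; some compounds called inactive have numbers as strong as hits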
# Target sequence (Q9HC16 whole entry, looked up): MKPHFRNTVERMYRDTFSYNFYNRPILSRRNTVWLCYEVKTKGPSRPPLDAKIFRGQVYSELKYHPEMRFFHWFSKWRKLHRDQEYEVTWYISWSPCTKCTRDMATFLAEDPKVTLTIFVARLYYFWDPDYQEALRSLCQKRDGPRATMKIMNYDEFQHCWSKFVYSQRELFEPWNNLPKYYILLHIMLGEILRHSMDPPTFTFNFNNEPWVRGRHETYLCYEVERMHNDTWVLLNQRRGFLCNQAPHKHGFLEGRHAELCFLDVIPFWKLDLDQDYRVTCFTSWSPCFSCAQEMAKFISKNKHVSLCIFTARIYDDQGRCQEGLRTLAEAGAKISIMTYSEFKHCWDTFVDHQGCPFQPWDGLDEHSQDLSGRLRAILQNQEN
# mIAP activ: mouse IAP activation. AID 2805. muIAP, CDP-Star luminescence, 30 min; active compounds read high; 1 = vehicle-only enzyme signal, 0 = enzyme-free wells. activation factor at 10 µM. 0.24% of 330,000 active;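 active means activation factor of at least 2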; further: the source names both 10 and 20 µM as test concentration; values of inactives mirror those of a sister screen read the other way
#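 Assay system: mouse IAP enzyme; reagent: chemiluminescent substrate CDP-Star; dosing: test compounds delivered from DMSO solution; schedule: 30 min at room temperature; measured by: luminescence from enzymatic CDP-Star hydrolysis; controls: DMSO-only wells and no-enzyme negative control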
# mIAP block: blocks mouse intestinal alkaline phosphatase; purified mouse IAP, CDP-Star luminescence, 30 min; inhibition, % at 10 µM; 0.2% of 330,000 active; AID 2806;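 active means inhibition of at least 40% at 10 µM in the primary screen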;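 further: plate controls were DMSO with enzyme for no effect and no enzyme wells for full effect; values of inactives mirror those of a sister screen read the other way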
# A3A deaminase: blocks human APOBEC3A ssDNA deamination; inhibition, % at 20 µM; P31941; 0.41% of 330,000 active; recombinant A3A, FAM/TAMRA ssDNA deamination fluorescence;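 active means at least 40% inhibition at 20 µM here, with at most 30% in a related deaminase screen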;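 further: plate controls were A3A with DMSO for no effect and wells lacking A3A enzyme for full effect; some results filed as inactive read as strong as hits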
# Target sequence (P31941 whole entry, looked up): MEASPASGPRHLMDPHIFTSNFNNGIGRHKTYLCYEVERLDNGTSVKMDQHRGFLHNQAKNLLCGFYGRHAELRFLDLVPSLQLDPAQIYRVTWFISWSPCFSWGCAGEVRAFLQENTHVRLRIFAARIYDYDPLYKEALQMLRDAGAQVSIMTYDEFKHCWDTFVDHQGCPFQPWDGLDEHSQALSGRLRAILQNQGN
# hIAP block: blocks human intestinal alkaline phosphatase; inhibition, % at 10 µM; 0.12% of 330,000 active; purified IAP, CDP-Star luminescence, 30 min;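 active means inhibition reaching a set limit with compound at 10 µM in the primary screen, cut at about 35% in these data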;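 further: plate controls were DMSO wells with enzyme for no effect and no-enzyme buffer wells for full effect; values of inactives mirror those of a sister screen read the other way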
# beta cell repl: induces beta-cell replication in MIN6 cells; 0.29% of 330,000 active; AID 2380; proliferation, % at 10 µM; MIN6 cells proliferation, ATPlite luminescence, 48 h; cells starved in 0.2% serum; 100% = growth in 10% serum;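 active means compounds whose signal lies at least 3.5 SD above the mean of all wells on their plate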;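 further: 0% = DMSO-treated cells in low-serum medium and 100% = 10% serum control; some compounds called inactive have numbers as strong as hits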
# NLRP3 yeast inh: NALP3 inhibition in yeast; Yeast reconstituted NLRP3/ASC/caspase-1, beta-gal luminescence, 24 h; inhibition, % at 10 µM; 0.39% of 330,000 active;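 active means inhibition of 50% or more; inactive means inhibition below 50%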;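 further: plate controls were induced DMSO wells for no effect and uninduced yeast grown without galactose for full effect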
# hIAP act: human IAP activation; 0.16% of 330,000 active; P09923; activation factor at 10 µM; purified human IAP, CDP-Star luminescence, 30 min; active compounds read high; 1 = vehicle-only enzyme, 0 = enzyme-free background;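 active means activation factor of the enzyme at least 2-fold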; further: the source names both 10 and 20 µM as test concentration; values of inactives mirror those of a sister screen read the other way
# Active calls of the source: *. Not all compounds are listed, so the mix of outcomes need not match the whole.
SMILES,SENP1 inh,APOBEC3G inh,mIAP activ,mIAP block,A3A deaminase,hIAP block,beta cell repl,NLRP3 yeast inh,hIAP act
CSc1ccc(CCNC(=O)CCc2nnc3ccc(N4CCOCC4)nn23)cc1,5.1,-8.2,0.93,7.0,-6.2,14.3,2.3,0.2,0.857
COc1ccc(C(=O)OCC(=O)NCCCc2ccccc2)cc1[N+](=O)[O-],1.1,-3.1,0.868,13.2,1.4,5.5,-0.2,0.1,0.945
Cn1c(NNC(=O)CCC2CCCCC2)cc(=O)n(C)c1=O,-48.6,-4.4,0.9,10.0,-1.4,-2.1,-0.9,5.9,1.02
COc1cc(NC(=O)c2cc(-c3cccnc3)nc3ccc(Br)cc23)cc(OC)c1,2.8,-4.9,0.916,8.4,-1.1,-14.5,-5.7,17.2,1.15
COc1ccccc1NC(=O)CSc1nnc(Cc2cccs2)n1C,0.2,5.8,1.02,-2.1,0.2,-14.3,4.6,-1.4,1.14
CCc1cccc(NS(=O)(=O)c2ccc3c(c2)N(C)CCO3)c1,-1.7,-3.5,1.03,-2.6,-3.3,8.1,3.5,-6.4,0.919
Cc1nc2nc[nH]n2c(=O)c1CCOC(=O)c1c(F)cccc1F,2.2,-6.9,0.993,0.7,-3.3,-13.2,-2.4,15.0,1.13
Cc1c(C(=O)OCC(=O)N(C)Cc2ccc(Cl)cc2)oc2ccccc12,-0.2,-3.9,0.811,18.9,-0.9,4.2,-3.6,24.6,0.958
OCc1ccccc1SSc1ccccc1CO,0.3,44.3*,0.982,1.8,1.2,3.3,-4.1,16.5,0.966
CCOCCCNS(=O)(=O)c1ccc(NC(=O)c2ccc([N+](=O)[O-])cc2Cl)cc1,0.1,-2.6,0.936,6.4,-2.1,-9.3,0.8,9.8,1.09
O=C(NCCN1C(=O)S/C(=C\c2cccnc2)C1=O)C1=NN(c2ccccc2)C(=O)CC1,-2.2,-0.9,1.03,-3.2,21.1,-21.4,-1.2,-4.1,1.21
O=C(NNC(=O)c1ccc([N+](=O)[O-])cc1C(=O)O)c1ccncc1,3.5,-7.5,1.05,-4.9,-0.9,-9.7,0.0,8.6,1.1
Nn1c(Cc2cccc3ccccc23)nnc1SCC(=O)NCC1CCCO1 (stereo not given),0.5,-7.7,0.936,6.4,-2.0,-13.3,-2.2,4.2,1.13
Cc1sc(N2C(=O)C3C4C=CC(C4)C3C2=O)c(C#N)c1C (stereo not given),0.2,-4.6,1,-0.2,1.6,6.8,0.0,5.1,0.932
O=C(O)CCCn1cc(NC(=O)c2cccc(F)c2)cn1,0.7,-3.7,1.01,-1.1,-1.4,-5.3,-4.1,1.7,1.05

# Part of the list above in another layout:
Cn1c(NNC(=O)CCC2CCCCC2)cc(=O)n(C)c1=O
  SENP1 inh = -48.6	APOBEC3G inh = -4.4	mIAP activ = 0.9	mIAP block = 10.0	A3A deaminase = -1.4	hIAP block = -2.1	beta cell repl = -0.9	NLRP3 yeast inh = 5.9	hIAP act = 1.02
COc1cc(NC(=O)c2cc(-c3cccnc3)nc3ccc(Br)cc23)cc(OC)c1
  SENP1 inh = 2.8	APOBEC3G inh = -4.9	mIAP activ = 0.916	mIAP block = 8.4	A3A deaminase = -1.1	hIAP block = -14.5	beta cell repl = -5.7	NLRP3 yeast inh = 17.2	hIAP act = 1.15

# Next part
SMILES,SENP1 inh,APOBEC3G inh,mIAP activ,mIAP block,A3A deaminase,hIAP block,beta cell repl,NLRP3 yeast inh,hIAP act
Cc1ccccc1C(=O)N1CCC(C(=O)N(C)CC(=O)Nc2cccc(F)c2)CC1,1.1,-6.7,0.929,7.1,-3.4,4.4,3.0,-7.8,0.956
O=C(CO/N=C/c1ccc(OC(F)F)cc1)NCc1ccco1,0.8,-6.8,1.05,-5.4,-0.3,-0.7,-2.6,-31.2,1.01
Cc1[nH]c2ccc(-c3nnc(SCC(=O)NCc4ccco4)n3Cc3ccccc3)cc2c1C,-13.3,12.3,1.17,-17.3,-10.0,-8.3,1.1,13.0,1.08
CCc1ccc(N(CC(=O)Nc2ccc(NC(C)=O)cc2)S(=O)(=O)c2ccccc2)cc1,-0.1,-0.4,1.26,-26.1,4.9,-9.2,-1.6,4.0,1.09
Cn1c(NCCCN2CCOCC2)nc2c1c(=O)n(Cc1ccc(Cl)c(Cl)c1)c(=O)n2C,-0.7,-1.9,1.13,-13.0,-1.6,18.7,-4.7,-7.3,0.813
O=S(=O)(c1ccc(N2CCN(CCO)CC2)nc1)N1CCCCC1,2.0,41.6*,0.958,4.2,4.4,0.8,2.8,20.4,0.992
CN(C)c1nc(NCc2ccccc2)nc(Oc2ccc(=O)[nH]n2)n1,0.7,-3.8,0.93,7.0,-4.8,-4.9,3.8,4.5,1.05
CCOc1ccccc1NC(=S)NC(=O)C1CCCCC1,1.1,-1.9,0.96,4.0,-1.0,2.4,-7.3,22.7,0.976
CCCCC(CCC(=O)O)(C(=O)OCC)c1csc(N)n1 (stereo not given),1.1,-0.2,1.04,-4.3,0.6,10.6,-1.6,6.6,0.894
O=C(NCC1CCCO1)c1cc(-c2ccncc2)nc2ccc(S(=O)(=O)N3CCOCC3)cc12 (stereo not given),0.7,-5.0,0.946,5.4,-21.3,6.1,-0.7,-16.6,0.939
COc1cc(Cl)ccc1OCc1cc(C(=O)N2CC[C@@H]3CCCC[C@H]3C2)no1,-6.2,-4.3,0.965,3.5,-4.6,-17.3,-8.0,12.8,1.17
CC(C)(C)c1ccc(S(=O)(=O)NCC(=O)N2CCCC2)cc1,0.0,-10.5,0.985,1.5,-3.3,-8.4,0.0,6.2,1.08
CCOC(=O)CN(C(=O)Cn1nnc(-c2ccc(C)cc2)n1)C(CC)C(=O)NC1CCCC1 (stereo not given),-1.6,-3.1,1.16,-16.2,-0.4,-15.5,-4.6,7.0,1.16
COc1ccc2c(c1)c(/C=N/Nc1nc3ccccc3[nH]1)c(C)n2C,-10.2,-0.8,1.02,-2.3,1.3,-12.1,-4.0,14.0,1.12
Cc1cc(C)c(O)c(-c2n[nH]c3c2C(c2cccc(O)c2)N(Cc2ccco2)C3=O)c1 (stereo not given),2.9,-5.2,0.892,10.8,-5.7,-55.7,-5.6,11.5,1.56
Cc1ccc(S(=O)(=O)NN2C(=O)/C(=C/c3cccnc3)SC2=S)cc1,0.5,-4.0,0.923,7.7,-0.1,-0.7,-0.4,4.6,1.01
O=S(=O)(c1cccc(-c2cn3ccccc3n2)c1)N1CCCCC1,2.4,6.7,1.04,-4.1,3.8,8.0,0.8,7.9,0.92
Cc1ccc(Cn2ccc(NC(=O)c3nn(C)cc3Cl)n2)cc1,-1.1,-5.8,1.09,-9.5,-4.4,5.0,-2.2,9.9,0.949
CCOc1ccccc1C1C(C(N)=O)=C(C)Nc2nc(CCCO)nn21 (stereo not given),2.1,-9.9,0.954,4.6,0.1,10.4,4.6,7.2,0.896
O=C(Nc1nc2ccccc2s1)C1CCN(C(=O)c2ccco2)CC1,2.0,-4.1,0.99,1.0,-1.6,8.8,-0.1,2.2,0.912
Cc1nc(-c2ccc3c(c2)OCCO3)cs1,-0.7,-1.4,1.05,-5.0,2.8,10.0,-0.2,28.1,0.9
O=C(c1ccco1)N1CCN(c2cccc(Cl)c2)CC1,1.1,-2.1,1.08,-7.8,0.5,-14.5,-1.9,21.8,1.15
COc1ccc(NC(=O)c2cc(CC(C)C)on2)cc1OC,-1.2,-1.9,0.981,1.9,-6.8,11.0,-0.1,21.1,0.89
CC1CCC2(CC1)NC(=O)N(CC(=O)c1ccc3c(c1)OCO3)C2=O (stereo not given),-0.1,-12.8,1.1,-10.1,-2.2,-3.5,-0.6,11.5,1.03
Cc1ccc(-c2nc(CS(=O)CC(=O)NCCCN3CCN(Cc4ccccc4)CC3)c(C)o2)cc1 (stereo not given),1.1,-5.6,0.946,5.4,-6.2,22.0,-2.2,-9.5,0.78
Cn1cccc1Cc1nnc(SCC(=O)NCc2ccccc2)n1-c1ccc(F)cc1,-3.9,-2.6,1.15,-14.7,3.4,-11.5,1.7,11.6,1.11
Cc1cc(C)c(C)c(S(=O)(=O)N2CCN(C(=S)NCC3CCCO3)CC2)c1C (stereo not given),-0.2,-8.7,1.11,-10.8,-1.3,-7.2,-2.1,26.2,1.07
COc1ccc(C2OCC3(O)C(c4ccc(OC)c(OC)c4)OCC23)cc1OC (stereo not given),3.5,-3.7,0.903,9.7,4.5,17.1,1.2,19.3,0.829
COc1cc(/C(=C/c2ccccc2)c2ccccc2)c2c(c1)oc1ccccc12,1.0,17.4,1.07,-7.3,3.9,-19.1,-8.1,17.6,1.19
N#Cc1cc2c(=O)n3ccccc3nc2n(Cc2ccco2)c1=NC(=O)c1ccco1,-30.3,63.5,0.804,19.6,63.3,3.1,-0.1,13.9,0.969
CC(C)(C)OC(=O)CNC(=O)c1nc[nH]c1C(=O)N1CCNCC1,2.1,5.1,1.01,-0.9,-5.1,3.3,-4.0,11.9,0.967
O=C(Nc1nccs1)C(=O)c1c[nH]c2ccccc12,0.0,-8.2,1.05,-5.5,-5.9,-22.4,0.0,47.1,1.22
Cc1sc2nc(CN3CCOCC3)[nH]c(=S)c2c1C,0.7,-10.1,0.929,7.1,-10.2,-19.2,-4.1,12.7,1.19
CCOc1ccc(NC(=O)CSc2nnc(C)n2C2CC2)cc1S(=O)(=O)N1CCCC1,-1.2,-2.3,0.973,2.7,-0.5,-1.9,0.2,35.1,1.02
Cc1oc(C(C)(C)C)cc1C(=O)N1CCN(c2ncccc2C(F)(F)F)CC1,-0.3,1.4,1.04,-3.6,2.4,-1.8,-3.3,18.5,1.02
COc1ccc2nc(SC(C)C(=O)NC3(C#N)CCCCC3)[nH]c2c1 (stereo not given),0.8,-9.0,1.17,-16.9,-3.3,-18.1,-0.5,10.7,1.18
Cc1c(C(=O)O)oc2ccc(S(=O)(=O)N3CC(C)CC(C)C3)cc12 (stereo not given),3.1,-5.2,0.898,10.2,-3.0,-28.2,-2.5,5.9,1.28
CCOc1c(Br)cc(C2CC(=O)Nc3cc(OC)c(OC)cc32)cc1OC (stereo not given),1.9,-4.3,1.06,-6.0,0.6,-3.5,-1.6,6.7,1.03
COc1cc(CCC(=O)Nc2ccc(S(=O)(=O)N3CCCC3)cc2)cc(OC)c1OC,-0.1,-6.4,1.05,-5.0,-2.6,4.7,5.3,18.7,0.953
COCC1CCN(C(=O)c2ccc3oc(CCCc4ccccc4)nc3c2)C1 (stereo not given),2.1,-11.0,0.919,8.1,-5.3,9.0,-4.0,8.1,0.91
CC1CCN(C(=O)c2ccc(S(=O)(=O)N3CCCC3)cc2)CC1,1.7,-4.0,0.998,0.2,-0.5,18.3,-2.4,15.5,0.817
Cc1ccccc1-c1nc2cc(Cl)ccc2c(=O)o1,3.0,-3.4,1.02,-2.0,1.8,-4.5,-4.1,-5.4,1.04
CCCCC(Br)C(=O)Nc1ccc(S(=O)(=O)Nc2cc(C)nc(C)n2)cc1 (stereo not given),-3.4,-8.1,0.971,2.9,-1.2,16.2,0.3,26.5,0.838
C[C@H](NC(=O)Cc1cccc2ccccc12)C(=O)N1CCOCC1,-1.4,-5.1,1.01,-0.8,-2.4,2.0,-0.6,9.3,0.98
COc1ccc(NC(=O)c2ccccc2N(Cc2ccccc2)S(C)(=O)=O)cc1,3.0,-6.3,1.17,-16.9,-5.1,-22.3,-1.2,9.4,1.22
